# Screens (PubChem)
# Mot1-301 SUMO: blocks SUMOylation pathway, rescuing yeast Mot1-301 growth; growth rescue, % at 18.8 µM; S. cerevisiae Mot1-301 growth rescue, ATP luminescence, 38.5C; percent above DMSO median, 100 means doubled; 1% of 320,000 active;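 active means every valid replicate shows activation above 250% relative to neutral control wells; inactive means the rest, any valid replicate at or below 250%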;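 further: OY570 slx delta 5 strain wells were the positive control but not used for scaling; some compounds called inactive have numbers as strong as hits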
# PfHsp90 set2: reduces growth (ATP signal) of yeast expressing P. falciparum Hsp90; AID 504621; inhibition, % at 9.4 µM; 0.32% of 310,000 active; S. cerevisiae expressing PfHsp90, BacTiter-Glo ATP, 48 h; yeast lacking PDR1 and PDR3 efflux regulators;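 active means every replicate shows inhibition above about 80%, whatever the replicate mean, limit read from the data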;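 further: 0% = DMSO neutral controls and 100% = 20 µM radicicol positive controls; yeast relying on Plasmodium falciparum Hsp90 in place of its own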
# MOR-DOR ag: OPRM1-OPRD1 heterodimerization agonism | activation, % at 9.3 µM | 0.3% of 340,000 active | cells, luminescence | P35372+P41143; in the data active means activation above about 18%;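 further: 0% = vehicle-treated cells and 100% = reference agonist; values of inactives mirror those of a sister screen read the other way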
# Arr AP2 block: inhibitors of human beta-arrestin and AP2 interaction; AID 504490; 0.31% of 340,000 active; FITC-arrestin peptide / GST-AP2 beads, flow cytometry; AP2 beta2 appendage carries R879A mutation; inhibition, % at 10 µM;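 active means inhibition above a set limit, near 3 SD of compounds lacking own fluorescence, cut at about 54% in these data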;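 further: plate controls were DMSO wells for no effect and 5 µM unlabelled arrestin peptide for full effect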
#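 System: GST-AP2 R879A glutathione beads; medium: PBS, Tween 20 0.05%, BSA 0.1%; reagent: fluorescein-tagged arrestin peptide at 50 nM final; schedule: pre-incubation 12 min, peptide binding 1 h, room temperature; detection: flow cytometry, FL1 (488/535 nm); read-out: inhibition as reduced fluorescein signal on beads, percent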
# AddAB inh: less growth of phage-infected E. coli with AddAB. AID 435030. 0.29% of 330,000 active. E. coli expressing H. pylori AddAB, absorbance growth. inhibition, % at 11.9 µM; in the data active means inhibition above about 12%;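 further: 0% = vehicle wells of infected cells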
# MOR-DOR inv ag: inverse agonists of human mu-delta opioid receptor heterodimerization. P35372+P41143. inhibition, % at 9.3 µM. cell-based MOR-DOR heterodimer luminescence, inverse agonism. AID 504357. 0.21% of 340,000 active; in the data active means inhibition above about 22%, passing the limit was not always enough;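 further: 0% = cells with DMSO and 100% = wells without cells with DMSO; values of inactives mirror those of a sister screen read the other way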
# PKA-R1A activ: activators of PKA-R1A complex | PKA-R1A dissociation, Cy5-IP20 fluorescence polarization; scaled: DMSO 0%, 113 µM cGMP 100% | activation, % at 11.4 µM | 0.083% of 340,000 active | AID 504707;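 active means percent activation above the mean of all tested compounds plus 3 SD, cut at about 19% in these data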;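 further: higher means more PKAc released from R1A so a rise in polarization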
# phage Ecoli inh: E. coli growth loss with phage present; growth absorbance; inhibition, % at 11.9 µM; 0.26% of 360,000 active; in the data active means inhibition above about 11%
# Pemphigus Ab inh: blocks pemphigus antibody binding to human desmoglein-3; P32926; DSG3-coupled beads, scFv-anti-DSG3-GFP binding, flow cytometry; hits give low values; binding (percent of control), % at 10 µM; 0.48% of 310,000 active; AID 588358;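 active means binding more than 3 SD below its plate's average and above zero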;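 further: hits lower antibody fragment binding to DSG3; some compounds called inactive have numbers as strong as hits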
# Target sequence (P32926 whole entry, looked up, the tested form may be a part): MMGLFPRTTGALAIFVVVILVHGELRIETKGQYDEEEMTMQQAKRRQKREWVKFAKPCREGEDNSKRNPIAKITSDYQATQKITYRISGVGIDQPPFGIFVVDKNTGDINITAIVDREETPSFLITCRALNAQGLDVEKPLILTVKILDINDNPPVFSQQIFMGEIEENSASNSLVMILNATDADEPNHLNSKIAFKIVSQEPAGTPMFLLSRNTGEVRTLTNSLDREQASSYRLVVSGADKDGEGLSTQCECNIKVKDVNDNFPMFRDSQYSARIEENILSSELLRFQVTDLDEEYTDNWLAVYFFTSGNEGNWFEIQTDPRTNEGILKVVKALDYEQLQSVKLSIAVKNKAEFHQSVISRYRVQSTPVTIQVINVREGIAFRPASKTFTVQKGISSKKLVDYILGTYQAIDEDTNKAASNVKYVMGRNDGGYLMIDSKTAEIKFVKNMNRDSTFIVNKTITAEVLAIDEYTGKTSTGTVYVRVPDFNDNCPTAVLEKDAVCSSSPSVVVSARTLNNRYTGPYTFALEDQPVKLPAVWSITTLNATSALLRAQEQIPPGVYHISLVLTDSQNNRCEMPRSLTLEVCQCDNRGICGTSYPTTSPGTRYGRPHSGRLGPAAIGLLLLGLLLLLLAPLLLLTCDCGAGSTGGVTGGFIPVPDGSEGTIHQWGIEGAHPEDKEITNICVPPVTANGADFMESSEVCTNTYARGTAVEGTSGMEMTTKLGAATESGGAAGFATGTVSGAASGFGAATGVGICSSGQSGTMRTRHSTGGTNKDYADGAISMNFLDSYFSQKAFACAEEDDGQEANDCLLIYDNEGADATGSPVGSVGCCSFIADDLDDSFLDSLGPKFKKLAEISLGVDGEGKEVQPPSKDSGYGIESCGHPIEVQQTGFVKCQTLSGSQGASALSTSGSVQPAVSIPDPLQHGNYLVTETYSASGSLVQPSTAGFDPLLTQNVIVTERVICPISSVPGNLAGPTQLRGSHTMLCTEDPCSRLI
# Ecoli viability: reduces bacterial viability in AddAB counter-screen. 0.27% of 330,000 active. inhibition, % at 11.9 µM. E. coli V3065 growth, OD600 absorbance, 18 h;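 active means inhibition above the campaign's mean inhibition across all tested compounds plus 3 SD, cut at about 9.9% in these data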;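 further: uninfected addAB+ strain grown without phage in ampicillin broth; 0% = DMSO wells and 100% = ciprofloxacin 0.95 µg/ml wells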
# Tat export inh: blocks Tat-dependent protein export in E. coli. E. coli MC4100 TorA-mCherry Tat export, fluorescence. AID 488895. inhibition, % at 10 µM. 0.036% of 340,000 active;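 active means mean replicate inhibition at least 50% and at least half of replicates individually reaching 50%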;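 further: exported cargo escapes ClpAP degradation while cytoplasmic cargo is degraded and loses fluorescence; 0% = median of neutral control wells and 100% = median of NaSCN control wells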
# The depositor's hits bear a star; i = inactive; nt = not tested or not shown. The order is random; any-hit rate near 2.8%.
SMILES,Mot1-301 SUMO,PfHsp90 set2,MOR-DOR ag,Arr AP2 block,AddAB inh,MOR-DOR inv ag,PKA-R1A activ,phage Ecoli inh,Pemphigus Ab inh,Ecoli viability,Tat export inh
Nc1cc(Cl)nc(N/N=C/c2c(O)ccc3ccccc23)n1,-23,-3,0.1,28,0.5,-1,-1,4.8,97,-1.9,-11
CC(C)(C)OC(=O)N1CCC(c2c(C(=O)NCC3CCN(C4CCCC4)C3)cnn2-c2cccc(Cl)c2)CC1 (centres undefined),5,-14,1.7,-5,1.1,-9,9,4.2,102,-1.6,21
CC(=O)c1cc2c(cc1NC(=O)Cn1nc(C)c(C)c(C#N)c1=O)OCO2,20,-17,-1.9,0,-1.7,13,-4,-0.1,96,0.8,-1
COC(=O)C(N)CCCCN (centres undefined),111,8,-1.4,10,6.7,7,-1,4.5,101,2.7,2
Cc1ccc(/C=C2\SC(=S)N(NS(=O)(=O)c3ccc(C)cc3)C2=O)cc1,-23,-4,-2.0,-15,-1.5,10,-4,0.0,118,1.3,1
CCc1ccc(-c2cc(C(=O)NCc3ccccn3)c3ccccc3n2)cc1,-8,15,2.8,7,3.2,-16,8,1.7,118,-1.0,-1
COc1ccc(NC(=O)Nc2ccc3c(c2)C(=O)N([C@H](C)CO)C[C@H](C)[C@@H](CN(C)S(=O)(=O)c2ccccc2)O3)cc1,4,18,-0.8,37,0.6,4,-4,2.8,97,-2.6,-7
Cc1ccccc1Cn1cc(NC(=O)c2noc3c2CC(C(C)(C)C)CC3)cn1 (centres undefined),-5,-5,0.3,10,1.3,-2,-15,3.0,nt,-0.2,-3
CC1CCN(c2nc3ccc(C(=O)N4CCN(Cc5ccc6c(c5)OCO6)CC4)cc3s2)CC1,6,13,4.4,-7,-3.4,-23,-4,2.1,104,-4.4,0
CCOc1ccc(NC(=O)NC(=O)N(C(C)C)S(C)(=O)=O)cc1,-15,13,4.2,43,-0.1,-19,-3,0.0,88,-2.3,3
O=C(NCc1ccc(Cl)cc1)c1ccncc1,6,6,-2.3,12,1.6,11,2,0.6,83*,-1.7,-7
CCOC(=O)C1CCN(S(=O)(=O)c2ccc(C)c(C)c2)CC1,5,35,-1.4,-2,2.8,7,-6,4.8,108,-0.2,1
Cc1ccc2oc(C(=O)N(Cc3ccccc3)C3CCS(=O)(=O)C3)c(C)c2c1 (centres undefined),nt,19,20*,10,nt,-109,-16,-1.3,107,nt,12
CCn1c(SCC(=O)NC2CC2)nnc1C(C)Oc1ccccc1 (centres undefined),-9,2,-5.1,-1,-1.5,17,-10,3.2,106,-1.3,0
COc1cc(OC)cc(C(=O)Nc2cccc(NC(=O)c3ccccc3)c2)c1,316,-11,-2.0,-4,-1.6,10,4,-1.4,96,-0.5,2
CCOc1ccc(NC(=O)CN(C)C(=O)C2=COCCO2)cc1OCC,-18,-6,3.1,-2,1.7,-21,-10,3.0,97,0.5,-6
CC(=O)NCc1ccc(C(=O)CCl)cc1,-15,13,-1.9,42,-0.3,9,9,0.3,104,-0.2,-20
Cc1ccccc1/C=C/c1nc2ccccc2c(=O)n1CCc1ccccc1,-11,10,0.1,1,2.6,0,-10,3.5,98,-0.7,-5
COCCNC(=O)C1(C(F)(F)F)CC(CCCO)CCCO1 (centres undefined),-10,-9,-1.5,-4,-0.2,9,-2,0.6,104,-3.9,7
CCNC(=O)CC1SC(=Nc2cccc(Cl)c2C)N(C)C1=O (centres undefined),-3,-10,-2.0,-5,1.0,10,-11,1.8,90,-1.2,6
CCOC(=O)C1(CC2CC2)CCN(C(=O)c2cc(C3CC3)nc3ccccc23)CC1,8,-22,0.0,7,0.2,0,-4,4.7,98,0.6,2
Cc1cccc(C)c1NC(=O)CSc1nnc(Cc2ccccc2)o1,-8,0,-1.4,22,-0.8,8,2,2.4,90,-0.6,-5
CCOC(=O)C1=NOC(Cn2cc(C#N)c(=O)n(C)c2=O)C1 (centres undefined),350,-4,-2.4,17,7.3,12,-13,3.3,105,0.1,28
O=C(c1ccc2c(c1)OCO2)[C@@H]1[C@@H]2C(=O)N(C3CCCCC3)C(=O)[C@@H]2C2c3ccccc3C=CN21 (some centres undefined),nt,24,2.7,-3,nt,-14,4,0.4,105,nt,-3
CCC(CC)c1nnc(NC(=O)CCc2ccc(OC)cc2)s1,7,-32,4.4,30,4.2,-23,-16,2.0,110,1.6,-6

# Laid out differently: entries from further up
# Below each SMILES – Mot1-301 SUMO, PfHsp90 set2, MOR-DOR ag, Arr AP2 block, AddAB inh, MOR-DOR inv ag, PKA-R1A activ, phage Ecoli inh, Pemphigus Ab inh, Ecoli viability, Tat export inh
> CC(=O)NCc1ccc(C(=O)CCl)cc1
 : -15, 13, -1.9, 42, -0.3, 9, 9, 0.3, 104, -0.2, -20
> Cc1ccccc1/C=C/c1nc2ccccc2c(=O)n1CCc1ccccc1
 : -11, 10, 0.1, 1, 2.6, 0, -10, 3.5, 98, -0.7, -5
> COCCNC(=O)C1(C(F)(F)F)CC(CCCO)CCCO1 (centres undefined)
 : -10, -9, -1.5, -4, -0.2, 9, -2, 0.6, 104, -3.9, 7
> CCNC(=O)CC1SC(=Nc2cccc(Cl)c2C)N(C)C1=O (centres undefined)
 : -3, -10, -2.0, -5, 1.0, 10, -11, 1.8, 90, -1.2, 6
> CCOC(=O)C1(CC2CC2)CCN(C(=O)c2cc(C3CC3)nc3ccccc23)CC1
 : 8, -22, 0.0, 7, 0.2, 0, -4, 4.7, 98, 0.6, 2
> Cc1cccc(C)c1NC(=O)CSc1nnc(Cc2ccccc2)o1
 : -8, 0, -1.4, 22, -0.8, 8, 2, 2.4, 90, -0.6, -5
> CCOC(=O)C1=NOC(Cn2cc(C#N)c(=O)n(C)c2=O)C1 (centres undefined)
 : 350, -4, -2.4, 17, 7.3, 12, -13, 3.3, 105, 0.1, 28
> O=C(c1ccc2c(c1)OCO2)[C@@H]1[C@@H]2C(=O)N(C3CCCCC3)C(=O)[C@@H]2C2c3ccccc3C=CN21 (some centres undefined)
 : nt, 24, 2.7, -3, nt, -14, 4, 0.4, 105, nt, -3
> CCC(CC)c1nnc(NC(=O)CCc2ccc(OC)cc2)s1
 : 7, -32, 4.4, 30, 4.2, -23, -16, 2.0, 110, 1.6, -6

# Next section.
SMILES,Mot1-301 SUMO,PfHsp90 set2,MOR-DOR ag,Arr AP2 block,AddAB inh,MOR-DOR inv ag,PKA-R1A activ,phage Ecoli inh,Pemphigus Ab inh,Ecoli viability,Tat export inh
Cc1c(C(=O)N2CCN(S(=O)(=O)c3ccccc3)CC2)oc2ccc(Br)cc12,nt,-5,4.2,-16,-1.9,-21,1,2.2,95,-1.1,9
O=c1[nH]c(COc2ccc(Cl)cc2Cl)nc2ccccc12,i,-4,-0.7,14,6.2,4,3,4.0,99,3.1,-4
COC(=O)CSc1nc(C)c(C(=O)Nc2ccccc2C)c(-c2ccc(Cl)cc2)c1C#N,-3,-104,0.1,14,0.7,-1,12,0.3,nt,-2.6,-5
Cc1ccc(NC(=S)N(CCN2CCOCC2)Cc2cc3cc4c(cc3[nH]c2=O)OCCO4)cc1,-10,6,-1.4,0,-0.6,7,-3,1.7,105,0.8,1
CCOc1ccccc1C(=O)Nc1ccc(-n2nncc2C(C)(C)C)cc1,2,10,-1.8,-7,4.9,8,-8,1.1,116,0.2,12
CC(C)c1ccccc1NC(=O)COC(=O)CCN1C(=O)/C(=C\C=C\c2ccccc2)SC1=S,-6,-5,-0.8,11,0.2,6,-7,3.1,94,-1.2,-8
O=C(C[C@H]1C[C@H](C(=O)N2CCCCC2)[C@@]2(CCc3ccccc3)c3[nH]c4cc(-c5ccco5)ccc4c3CCN2C1=O)NCCN1CCOCC1,nt,4,-2.4,8,-2.2,12,-4,0.9,93,0.0,22
COc1ccccc1-c1n[nH]c2c1[C@H](C)CC[C@H]2C(C)C,45,-18,7.6,10,2.7,-45,-11,2.3,99,1.7,15
CN1CCN(S(=O)(=O)c2cccc([N+](=O)[O-])c2)CC1,7,17,0.1,4,2.3,0,3,nt,104,0.5,-1
COc1cc2c(cc1OC)C(c1ccccc1O)NCC2 (centres undefined),-3,-3,-2.1,10,1.2,11,-2,2.5,112,0.9,5
N#Cc1nc(COc2ccc(Cl)cc2)oc1N1CCN(Cc2ccccc2)CC1,5,-29,-1.9,6,1.1,8,-4,-0.6,93,-0.1,11
Cc1cc(C(C)(C)C)cc(S(=O)(=O)Nc2ccc(C(=O)O)cc2)c1C,0,-11,-1.4,-1,0.8,8,-11,3.3,106,0.6,-1
COc1ccc(OC)c(Nc2nc(-c3sc(NC(=O)CC(C)C)nc3C)cs2)c1,-4,8,0.9,8,0.9,-5,-24,2.2,nt,3.4,-1
CCOC(=O)c1c(C)[nH]c(C(=O)OCCOc2ccc(Cl)cc2)c1C,11,5,4.2,-10,5.0,-30,-6,2.2,97,-1.1,2
CC(C)(C)S(=O)(=O)c1ccc2nc3c(n2c1)CCCC3,nt,-21,0.3,24,0.6,-2,-4,1.6,98,-2.3,-5
COC(=O)[C@]1(C)N[C@H](CN(C)C(=O)Nc2ccc(OC)cc2)[C@@H]2C(=O)N(Cc3ccccc3)C(=O)[C@@H]21,-18,8,-0.4,-6,3.4,2,7,2.1,98,0.5,7
CC(C)n1c(=O)c2c(O)cc(=O)oc2c2ccccc21,13,nt,-3.5,-2,2.4,17,4,3.7,109,2.7,1
Cc1nc(-c2ccc(S(=O)(=O)N3CCN(Cc4ccccc4)CC3)s2)cs1,-18,-4,1.8,-8,2.0,-9,-9,2.6,99,-0.2,7
O=C(/C=C/c1ccc([N+](=O)[O-])cc1)NCC1CCCO1 (centres undefined),nt,-13,0.5,-4,-1.1,-3,8,1.6,95,4.8,2
COc1cccc(C(=O)Nn2cnnc2)c1OC,-13,-33,-0.9,10,1.9,4,4,-0.4,123,3.4,-8
Cc1ccc(NC(=O)CCCc2c[nH]c3ccccc23)nc1,0,6,-1.6,1,3.8,9,15,3.0,106,3.1,2
CC(C)(CNS(=O)(=O)c1ccc(F)cc1)CNS(=O)(=O)c1ccc(F)cc1,-10,19,-0.6,-10,3.0,4,5,1.0,nt,1.3,-5
CCN(CC)S(=O)(=O)c1ccc(C)c(NC(=O)Cn2cnc3cc([N+](=O)[O-])ccc3c2=O)c1,-4,2,10,-21,0.4,-47,-7,3.2,nt,-1.1,-2
